# BH1578 lux ind = inducers of Vibrio cholerae quorum light production without autoinducers, primary screen, BH1578 luxS cqsA deficient, single point. V. cholerae BH1578 lux reporter, luminescence, 6 h. activation, % at 18.7 µM. 0.16% of 350,000 active. AID 588436, 2011; in the data active = activation mostly above about 9.7%, no sharp cut-off; note: not every result past the cut was called active; inactives centre near 0; reference of the scale not given here
# Yp Topo-I inh = Yersinia pestis topoisomerase I inhibitors, primary screen, biochemical, cleavage product accumulation, plate reader, single point | Y. pestis Topo-I cleavage product accumulation | activity, % at 10 µM | 0.064% of 360,000 active | AID 504884, 2011; in the data active = activity above about 50%, passing the limit was not always enough; note: inactives centre near 2
# TcdB inh = TcdB glycohydrolase inhibitors, primary screen, biochemical, single point, plate reader. Toxin B (Clostridioides difficile), P18177. TcdB glycohydrolase enzymatic assay. inhibition, % at 9.99 µM. 0.24% of 350,000 active. AID 652162, 2013; in the data active = inhibition above about 10%
# Rv3671c protease = Rv3671c serine protease inhibitors, primary screen, biochemical, fluorescence polarization, M. tuberculosis H37Rv. inhibition, % at 5.96 µM. P9WHR9. 0.048% of 320,000 active; in the data active = inhibition above about 38%;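 note: extracellular domain of Rv3671c used as enzyme; 0% = enzyme with DMSO and 100% = no enzyme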
# Target sequence (P9WHR9 whole entry, looked up, the tested form may be a part): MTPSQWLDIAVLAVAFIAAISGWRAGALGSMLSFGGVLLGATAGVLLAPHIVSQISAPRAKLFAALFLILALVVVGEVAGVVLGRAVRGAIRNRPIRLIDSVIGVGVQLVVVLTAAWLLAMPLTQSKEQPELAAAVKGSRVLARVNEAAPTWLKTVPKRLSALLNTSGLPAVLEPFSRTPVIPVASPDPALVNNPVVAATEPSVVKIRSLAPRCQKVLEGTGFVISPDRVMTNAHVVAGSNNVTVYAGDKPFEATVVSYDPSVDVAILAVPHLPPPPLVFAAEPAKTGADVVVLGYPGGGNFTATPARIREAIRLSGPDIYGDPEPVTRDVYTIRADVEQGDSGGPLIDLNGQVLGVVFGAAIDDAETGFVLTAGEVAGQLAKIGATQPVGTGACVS
# PriA SSB inh = inhibitors of Klebsiella pneumoniae PriA binding to SSB C-terminal tail, primary screen, biochemical, AlphaScreen. PriA–SSB C-terminal tail interaction (Klebsiella pneumoniae). AlphaScreen SSBct-PriA binding, biotinylated peptide. inhibition, % at 33 µM. 0.6% of 430,000 active. AID 1272365, 2023; in the data active = inhibition mostly above about 37%, no sharp cut-off; inactive = mostly below about 20%;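 note: plate controls were negative control peptide for no effect and reference peptide for full effect; strong numbers were not always called active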
# 3CLpro inhibitor = SARS-CoV 3CLpro protease inhibitors, primary screen, biochemical, quenched FRET; inhibition, % at 6 µM; Replicase polyprotein 1ab (Severe acute respiratory syndrome coronavirus), P0C6X7; AID 1706, 2009; recombinant SARS-CoV 3CLpro, quenched FRET peptide cleavage; 0.14% of 290,000 active; in the data active = inhibition above about 12%
# PrPC TRFRET = inhibitors of human cell surface prion protein PrPC, primary screen, cell-based, TR-FRET | inhibition, % at 13.8 µM | Major prion protein (Homo sapiens), P04156 | 0.43% of 370,000 active | TR-FRET read-out; in the data active = inhibition above about 24%; note: 0% = median of the test wells and 100% = reference compound wells
# DUSP3 inh = VHR1 phosphatase inhibitors, primary screen, biochemical, absorbance, uHTS. 0.52% of 290,000 active. recombinant VHR phosphatase, pNPP absorbance. Dual specificity protein phosphatase 3 (Homo sapiens), P51452. inhibition, % at 13.3 µM. AID 1654, 2009; in the data active = inhibition above about 50%; note: some compounds called inactive have numbers as strong as hits
# Target sequence (P51452 whole entry, looked up): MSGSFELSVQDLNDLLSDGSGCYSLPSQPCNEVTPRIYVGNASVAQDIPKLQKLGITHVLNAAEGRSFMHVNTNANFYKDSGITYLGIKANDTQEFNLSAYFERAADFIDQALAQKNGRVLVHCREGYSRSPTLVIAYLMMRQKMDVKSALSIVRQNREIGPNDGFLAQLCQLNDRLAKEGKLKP
# CCHFV vOTU inh = CCHFV vOTU protease inhibitors, primary screen, biochemical, Pep-AMC substrate, fluorescence; Crimean-Congo hemorrhagic fever virus L polyprotein viral ovarian tumor (vOTU) protease …; inhibition, % at 11.5 µM; 0.55% of 370,000 active; in the data active = inhibition above about 30%; note: 0% = vehicle wells with enzyme and 100% = no enzyme wells
# MazF activator = activators of E. coli MazEF toxin-antitoxin RNase, primary screen, biochemical, fluorescence, uHTS | FAM/BHQ RNA-DNA oligo cleavage fluorescence, 5 h | activation, % at 20 µM | 0.32% of 350,000 active | AID 504720, 2011; in the data active = activation above about 50%
# Target sequence (P0AE70 whole entry, looked up): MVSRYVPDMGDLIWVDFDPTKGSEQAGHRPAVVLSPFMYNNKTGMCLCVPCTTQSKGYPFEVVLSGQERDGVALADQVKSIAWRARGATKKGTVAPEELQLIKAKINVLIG
# Starred values were filed as active, the others as inactive; i = inactive; · = no result given; & = joins results of further samples. Only part of the results is shown; rates above refer to the full screens.
SMILES,BH1578 lux ind,Yp Topo-I inh,TcdB inh,Rv3671c protease,PriA SSB inh,3CLpro inhibitor,PrPC TRFRET,DUSP3 inh,CCHFV vOTU inh,MazF activator
COc1ccc(C(=O)N2CCN(C(=O)CC(C)C)CC2)cc1OC,i,5,·,-1,-20,5,-4,32,9,8
Cc1cc(C)c(NC(=S)N(CCN(C)C)Cc2cccs2)c(C)c1,-0.2,-4,0.5,4,4,1,7,4,6,3
O=C(CCN1C(=O)C2CC=CCC2C1=O)Nc1nc(-c2ccc(F)c(F)c2)cs1 (configuration not stated),i,1,1.1,-2,-1,·,8,·,13,-5
COc1ccc(-c2noc(=O)n2Cc2ccccc2F)cc1,1.9,3,3.5,-1,-19,-1,1,5,-6,5
COc1ccc(C(=O)NC(Cc2c[nH]c3ccccc23)C(=O)O)cc1 (configuration not stated),i,7,-1.4,4,-1,1,8,6,-6,8
Cc1ccc(S(=O)(=O)N2CCN(C(=O)C(F)(F)F)C2c2ccc(N(C)C)cc2)cc1 (configuration not stated),-2.3,-5,-0.2,6,-7,-3,-2,30,-13,6
Clc1ccc(CN2C3=NCCCN3c3ccccc32)cc1,i,-6,·,8,3,1,-5,13,0,5
Cc1cc(C)nc(S/C=C/C(=O)c2ccccc2)n1,-1.0,2,1.0,-11,-13,1,-5,9,5,2
O=C(COC(=O)c1ccc(O)cc1)c1ccc(S(=O)(=O)N2CCCCC2)cc1,-0.3,-12,0.8,-6,-3,·,11,·,8,0
O=C(CCCN1C(=O)C2CCCCN2C1=O)N1CCN(c2ccc([N+](=O)[O-])cc2)CC1 (configuration not stated),-1.0,13,·,-7,12,4,-41,-14,12,2
CCN(CC)c1ccc(NC(=O)C(C)C)cc1,-2.4,-9,·,2,-9,6,3,17,-5,2
CCCCCN(C(=O)CCC(=O)OC(C)C(=O)Nc1cccc(C#N)c1)c1c(N)n(CCCC)c(=O)[nH]c1=O (configuration not stated),i,6,-2.1,2,-4,·,3,·,9,1
Cc1ccc(Cn2ccc(NC(=O)c3cc(C)on3)n2)cc1,i,9,·,-5,0,3,-4,28,-17,6
N#C/C(=C\c1cccc(Cl)c1)C(=O)c1ccccc1,-0.4,4,1.4,·,-17,4,8,20,1,2
CCC(C)NC(=O)c1c(N)n(/N=C/c2cccnc2)c2nc3ccccc3nc12 (configuration not stated),-0.3,7,·,-3,·,-4,-7,29,0,-4

# Part of the list above, reformatted:
mol: O=C(CCN1C(=O)C2CC=CCC2C1=O)Nc1nc(-c2ccc(F)c(F)c2)cs1 (configuration not stated)
  BH1578 lux ind = i
  Yp Topo-I inh = 1
  TcdB inh = 1.1
  Rv3671c protease = -2
  PriA SSB inh = -1
  3CLpro inhibitor = ·
  PrPC TRFRET = 8
  DUSP3 inh = ·
  CCHFV vOTU inh = 13
  MazF activator = -5

mol: COc1ccc(-c2noc(=O)n2Cc2ccccc2F)cc1
  BH1578 lux ind = 1.9
  Yp Topo-I inh = 3
  TcdB inh = 3.5
  Rv3671c protease = -1
  PriA SSB inh = -19
  3CLpro inhibitor = -1
  PrPC TRFRET = 1
  DUSP3 inh = 5
  CCHFV vOTU inh = -6
  MazF activator = 5

# (further entries)
SMILES,BH1578 lux ind,Yp Topo-I inh,TcdB inh,Rv3671c protease,PriA SSB inh,3CLpro inhibitor,PrPC TRFRET,DUSP3 inh,CCHFV vOTU inh,MazF activator
CCCNC(=O)C(Cc1cccc(C#N)c1)NC(=O)c1cccc([N+](=O)[O-])c1 (configuration not stated),-0.3,1,·,1,0,·,-21,·,-4,9
O=C(NCCOc1ccccc1)C(=O)c1c[nH]c2ccccc12,-4.2,-4,0.1,-7,-5,6,-6,-1,9,8
Cc1cnc(C(=O)OCC(=O)NC2CCCCCC2)cn1,-0.2,-8,0.0,0,-2,-1,6,17,-9,-17
FC(F)(F)c1nnc2ccc(NCc3cccnc3)nn12,-0.2,-2,0.2,1,-7,-3,2,6,8,4
O=C(Nc1cc(-c2ccccc2)sc1C(=O)O)c1cccc(F)c1,i,1,0.1,·,4,8,-6,-24,17,-15
Cc1noc(C)c1CSc1nc2ccccc2[nH]1,0.5,-4,·,-5,2,-6,11,-5,17,-3
COc1ccc(C(C#N)N2CCCCCC2)cc1OC (configuration not stated),-1.2,6,0.3,-2,0&-3,-1,-7,22,7,9
Cc1ccc(S(=O)(=O)NCCC(=O)NC2CCCCCC2)cc1C,-2.1,3,-1.8,2,-2,·,1,·,-4,0
COc1ccc(C2CC(=O)C=C(NCc3ccc4c(c3)OCO4)C2)cc1 (configuration not stated),-0.7,3,0.6,14,3,4,-2,33,-3,-1
Cc1ccccc1C(=O)NC(CC(C)C)C(=O)NCC(C)(C)N1CCOCC1 (configuration not stated),i,5,-4.2,7,-14,·,1,·,6,4
O=C(CCc1c[nH]c2ccccc12)NCCc1ccc2c(c1)OCCO2,-0.3,8,1.0,6,-3,0,11,18,13,4
Cc1ccc(O)c(C(=O)c2cc(C(=O)NCCC(C)C)c(=O)n(CCC(C)C)c2)c1,-0.5,2,0.2,-4,-18,3,5,0,3,10
O=C(CNC(=O)c1ccc(Cl)cc1Cl)NCC1CCCO1 (configuration not stated),i,-3,0.7,5,-4,2,-11,44,-2,1
O=S(=O)(NCc1csc(-c2cccnc2)n1)c1ccc2c(c1)OCCO2,-17,1,·,-1,7,-1,-8,15,12,2
COc1ccc(N2CC(C)Cn3c2nc2c3c(=O)n(CCN3CCOCC3)c(=O)n2C)cc1 (configuration not stated),-0.7,14,·,13,-8,0,-6,3,9,6
Cn1c(=O)c2c(SCC(=O)N3CCCCC3)nc(-c3ccccc3F)nc2n(C)c1=O,0.1,5,9.8,-2,0,6,3,-7,9,19
CC(=O)N1c2ccc(S(=O)(=O)N3CCCC(C(=O)Nc4ccc(F)cc4)C3)cc2CC1C (configuration not stated),-0.3,15,0.6,-16,-10,-3,35*,-10,-2,2
CCOC(=O)c1cc(C)nc(N2CCCCC2)c1C#N,0.0,4,0.5,-5,-1,6,-5,17,6,-9
Cc1ccc(OCC(=O)NCc2n[nH]c(=O)c3ccccc23)cc1,i,-3,-0.4,8,-10,·,2,·,-7,-1
CCn1c(Cn2nnc(-c3ccccc3)n2)nnc1SCC(=O)Nc1ccccc1,-0.5,30,0.0,-4,-8,-1,-1,4,1,-7
Cc1cc(=O)n(CNC(=O)c2ccccc2)c(=S)[nH]1,2.6,2,·,-4,0,-3,-7,4,12,2
COc1ccc(Cn2c(O)cc(=O)[nH]c2=O)cc1,·,2,-0.1,-3,-25,3,5,-9,-2,-8
CCOC(=O)c1sc(NC(=O)c2ccc3nc[nH]c3c2)nc1C,-0.3,-5,1.0,-10,1,3,1,-19,-4,21
COc1ccc(NC(=O)CCCSc2nc(-c3ccco3)cc(C(F)(F)F)n2)cc1OC,-0.2,-3,·,7,-5,-1,13,22,13,0
CC1=C(C(=O)OC(C)C)C(c2cn(-c3ccccc3)nc2-c2cccs2)NC(=O)N1 (configuration not stated),i,-4,0.8,-1,2,5,3,30,7,-20
O=C(NCc1ccc2c(c1)OCO2)C1CC(c2ccccc2O)=NO1 (configuration not stated),-15,4,1.7,-3,-18,-1,-2,4,2,-3
COc1ccc(-c2ccc(-c3noc(-c4cccs4)n3)c(OC)n2)cc1,-0.3,6,·,-7,-14,-6,1,-8,0,-33
O=C(N/N=C/c1ccc(Br)s1)c1c[nH]c2ccccc12,i,3,·,-10,·,1,10,8,8,9
O=C(CSc1nnc(Cc2ccccc2)o1)N1CCOCC1,-0.4,-3,0.2,-9,-6,1,-1,19,-6,-1
CCOC(=O)c1c(-c2ccc(C)cc2)cn2ccccc12,-0.6,2,·,-9,-30,-1,-6,5,-30,7
O=c1[nH]c(C(F)(F)F)nc2ccccc12,-0.6,-3,·,4,0&-1,0,0,11,8,-3
CCCOCn1cc(F)c(=O)[nH]c1=O,1.5,-3,·,-1,-5,3,-6,-13,-22,5
C=CCN(c1ccccc1C(=O)O)S(=O)(=O)c1ccc(NC(=O)OC)cc1,i,8,0.1,-1,-7&-2,-1,-4,13,3,1
CCOc1ccc(/C(O)=C2/C(=O)C(=O)N(CCOCCO)C2c2ccccn2)cc1 (configuration not stated),14,1,·,10,·,0,3,12,3,0
OC(Cc1ccccc1)c1ncc(-c2ccc(Cl)cc2)[nH]1 (configuration not stated),i,-3,-0.3,·,·,·,-2,·,-4,·
COc1ccc(CC(=O)OCC(=O)c2c(N)n(C)c(=O)n(C)c2=O)cc1OC,-2.0,2,2.4,2,3,·,3,·,-3,8
O=c1c2ccccc2nc(-c2ccco2)n1-c1ccncc1,0.9,2,·,0,-1,4,-4,0,7,10
COc1ccc(-c2oc(=O)c3cc(OC)c(OC)cc3c2/C=C/c2cccc([N+](=O)[O-])c2)cc1,-0.5,-7,0.7,-6,0,·,1,·,6,-24
CCOC(=O)c1c(C)[nH]c(C)c1C(=O)COC(=O)/C=C/c1ccco1,1.4,-3,10*,4,8,·,-4,·,-11,-2
CC(C)NC(=O)N(C)C[C@H]1Oc2ccc(NS(=O)(=O)c3ccc(Cl)cc3)cc2CC(=O)N([C@@H](C)CO)C[C@@H]1C,i,-6,0.3&1.7,1,-11,·,0,·,-9,3
CCNC(=S)NNC(=O)c1ccccn1,-0.6,-2,·,-4,92*,-5,8,-2,-2,0

# 5 compounds from above, reduced to Yp Topo-I inh, PrPC TRFRET and TcdB inh:
compound,Yp Topo-I inh,PrPC TRFRET,TcdB inh
C=CCN(c1ccccc1C(=O)O)S(=O)(=O)c1ccc(NC(=O)OC)cc1,8,-4,0.1
CCOc1ccc(/C(O)=C2/C(=O)C(=O)N(CCOCCO)C2c2ccccn2)cc1 (configuration not stated),1,3,·
OC(Cc1ccccc1)c1ncc(-c2ccc(Cl)cc2)[nH]1 (configuration not stated),-3,-2,-0.3
COc1ccc(CC(=O)OCC(=O)c2c(N)n(C)c(=O)n(C)c2=O)cc1OC,2,3,2.4
O=c1c2ccccc2nc(-c2ccco2)n1-c1ccncc1,2,-4,·
